# GPR55 beta-arrestin: GPR55 agonists via beta-arrestin recruitment, primary screen, imaging, U2OS cells, beta-arrestin-GFP redistribution (AID 1961) | U2OS GPR55 beta-arrestin-GFP redistribution imaging; higher % means a stronger effect | one-dose activation, % at 10 µM; EC50 in µM for titrated hits | 0.048% of 290,000 active;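 active = activation above 40% with more than 50 cells counted in the well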;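 note: U2OS osteosarcoma cells stably expressing GPR55 and beta-arrestin-GFP; plate controls were DMSO negative control for no effect and LPI positive control for full effect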
# HIV peptide binding: cell-free HIV fusion peptide-binding blockers – biochemical, uHTS, fluorescence dequenching, primary screen (AID 1986). cell-free peptide binding, fluorescence dequenching, 30 min; higher % means a stronger effect. inhibition, % at 20 µM, or IC50 in µM where a hit was titrated. 0.3% of 290,000 active; in the data active = inhibition mostly above about 52%, no sharp cut-off; inactive = mostly below about 76%; note: some results filed as inactive read as strong as hits
# K1F lysis inhibition: protection from phage-mediated lysis, alamar blue read-out – E. coli UTI89, K1F phage, bacterial capsule biogenesis inhibitors (AID 488966). one-dose inhibition, % at 100 µM; IC50 in µM for titrated hits. E. coli UTI89 K1F phage lysis, alamar blue, 2 h; higher % means a stronger effect. 0.02% of 340,000 active;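 active = phage lysis inhibition, versus mean bacterial control, above a set limit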;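 note: capsule biogenesis inhibitors block K1F phage lysis so surviving cells raise fluorescence; higher fluorescence means more inhibition of phage lysis; actives were called in the ten point dose series up to 300 µM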
# NTR1 ag: agonists of NTR1, primary screen, imaging, U2OS cells, beta-arrestin-GFP, high content (AID 493036). 0.17% of 330,000 active. NTR1-U2OS beta-arrestin-GFP spot imaging, agonist mode. activation, % at 20 µM;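 active = activation at or above 40% of the spot to cytoplasm intensity ratio, with at least 20 cells analyzed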;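 note: 0% = DMSO without peptide and 100% = 100 nM NTR1 peptide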
# Target sequence (P30989 whole entry, looked up): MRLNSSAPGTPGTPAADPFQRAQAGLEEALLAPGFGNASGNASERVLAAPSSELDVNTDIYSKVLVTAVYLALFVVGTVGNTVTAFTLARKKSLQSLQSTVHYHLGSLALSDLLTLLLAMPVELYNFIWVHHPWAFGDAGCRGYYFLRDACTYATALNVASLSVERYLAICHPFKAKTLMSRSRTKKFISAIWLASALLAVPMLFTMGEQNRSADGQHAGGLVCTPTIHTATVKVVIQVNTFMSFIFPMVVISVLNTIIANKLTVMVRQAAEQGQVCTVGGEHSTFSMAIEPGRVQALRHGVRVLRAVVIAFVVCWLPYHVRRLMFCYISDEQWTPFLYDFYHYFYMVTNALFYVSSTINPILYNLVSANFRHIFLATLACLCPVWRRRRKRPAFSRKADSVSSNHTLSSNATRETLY
# SIAH1 antagonists: blockers of Siah-1 interaction with plectin peptide – biochemical, fluorescence polarization, rhodamine-plectin, uHTS, primary screen (AID 1817). Siah-1 / rhodamine-plectin peptide fluorescence polarization; higher % means a stronger effect. displacement, % at 20 µM; hits with a dose series show IC50 in µM. 0.02% of 290,000 active;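 active = displacement of at least 50% at 20 µM, with a fluorescence ratio check between 0.3 and a set limit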;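 note: plate controls were Siah plus tracer with DMSO for no effect and tracer alone without Siah for full effect; strong numbers were not always called active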
# AID2073: inhibitors of Mint1-CaV2.2 protein interaction, biochemical, HTRF (AID 2073). HTRF protein-protein interaction, Mint1-CaV2.2; higher % means a stronger effect. one-dose inhibition, % at 20 µM; IC50 in µM for titrated hits. 0.19% of 290,000 active; in the data active = inhibition mostly above about 51%, no sharp cut-off; note: some results filed as inactive read as strong as hits
# Dengue-2 NS5 capping: Dengue-2 NS5 methyltransferase inhibitors, primary screen, biochemical, confirmation dose response (AID 588689); Dengue-2 NS5 methyltransferase capping enzyme assay, biochemical; higher % means a stronger effect; inhibition, % at 25 µM; hits with a dose series show IC50 in µM; 0.3% of 340,000 active; in the data active = a potency from the dose series
# GPR35 arrestin U2OS: inhibition of zaprinast-stimulated GPR35 beta-arrestin translocation – imaging, U2OS, beta-arrestin-GFP, zaprinast agonist, primary screen (AID 2058) | 0.052% of 290,000 active | one-dose inhibition, % at 10 µM; IC50 in µM for titrated hits | U2OS GPR35 beta-arrestin-GFP translocation imaging, zaprinast antagonism; higher % means a stronger effect;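 active = inhibition of at least 50% with at least 30 cells and total cytoplasm GFP at most 10,000,000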
# GPR55 LPI antagonism: inhibition of LPI-stimulated GPR55 beta-arrestin translocation – imaging, U2OS, beta-arrestin-GFP, LPI agonist, primary screen (AID 2013); U2OS GPR55 beta-arrestin-GFP translocation imaging, LPI antagonism; higher % means a stronger effect; inhibition, % at 10 µM, or IC50 in µM where a hit was titrated; 0.13% of 290,000 active;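 active = spots per cell inhibited over 60%, with over 100 cells counted and total cytoplasm intensity under 500,000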;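 note: U2OS cells stably carrying GPR55 and arrestin-GFP stimulated by 5 µM LPI near EC80; imaged beta-arrestin-GFP aggregate spots per cell after agonist stimulation; plate controls were LPI-stimulated DMSO wells for no effect and DMSO wells without LPI for full effect; some results filed as inactive read as strong as hits; confirmed hits need IC50 under 10 µM and bright autofluorescent wells are also inconclusive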
# NTR1 ag cell count 20 µM: recorded beside NTR1 ag, whose call it bears; cell count; measured here: cell count, cytotoxicity flag
# Active calls of the source: *; · = no result given; & = joins results of further samples; [ ] = another dose, or the depositor's remark.
SMILES,GPR55 beta-arrestin,HIV peptide binding,K1F lysis inhibition,NTR1 ag,NTR1 ag cell count 20 µM,SIAH1 antagonists,AID2073,Dengue-2 NS5 capping,GPR35 arrestin U2OS,GPR55 LPI antagonism
Nc1c(-c2cccc([N+](=O)[O-])c2)nc2ccccn12,-0.2%,-2.4%,-6.3%,2.2,56,-4%,-3%,4%,3%,6%
CCC(C)n1c(C)nc2c(c1=O)c1nc3ccccc3nc1n2-c1ccc2c(c1)OCCO2 (configuration not stated),-0.2%,1.7%,·,·,·,0%,12%,·,-12%,14%
CCOCCn1c(N(C)Cc2ccccc2)nc2c1c(=O)[nH]c(=O)n2C,-0.1%,-2.6%,0.7%,-1.6,81,2%,-6%,-1%,4%,-5%
COC(=O)c1ccccc1C(=O)N1CCCC(CNC(=O)c2ccc(F)cc2)C1 (configuration not stated),0.3%,-1.2%,0.1%,1.2,53,1%,5%,-7%,-2%,22%
CCOc1ccc(C2C(C(=O)Nc3ccccc3)=C(C)N=c3s/c(=C/c4cccc(OCC(=O)O)c4)c(=O)n32)cc1 (configuration not stated),0.6%,29µM*,-3.8%,0.9,86,-4%,30%,15%,11%,9%
Cc1ccsc1/C=N/Nc1ccc(C(=O)O)cc1,0.0%,1.8%,0.2%,-0.4,81,-5%,-10%,0%,-11%,-7%
CCCCn1cnc2c(sc3nc4c(cc32)CSC(C)(C)C4)c1=O,0.3%,4.2%,0.7%,1.3,46,7%,6%,-5%,-16%,4%
CN(CC(=O)NCc1ccncc1)S(=O)(=O)c1cc(Cl)ccc1Cl,-0.1%,1.4%,0.0%,-0.4,46,12%,11%,-3%,12%,5%
CC1(C)Cc2nc3oc4c(N5CCOCC5)ncnc4c3cc2CO1,0.2%,-2.9%,1.5%,3.0,63,0%,-2%,-10%,-2%,-2%
CCOC(=O)C1CCN(C(=O)Cn2cccc2C(=O)c2ccccc2)CC1,-0.1%,-1.7%,0.3%,0.9,92,2%,0%,-6%,1%,11%
COC(=O)c1ccc(NCC(=O)N2CCCCCC2)cc1,-0.1%,-0.8%,·,-0.1,60,2%,8%,·,2%,-9%
Cc1cc(=O)[nH]c(SCCCOc2ccc(F)cc2)n1,0.7%,-1.2%,2.4%,3.7,83,0%,0%,4%,-20%,-1%
C=CCn1c(SCn2nnc3ccccc3c2=O)nnc1-c1ccc(F)cc1,0.0%,-1.8%,4.5%,-0.3,42,0%,-10%,-5%,15%,12%
CNc1nnc(CSc2nc3ccccc3s2)s1,-0.3%,2.0%,1.1%,-1.0,49,5%,3%,-6%,-14%,-6%
S=C(Nc1ccccc1Cl)N1CCCCCC1,-0.3%,-0.6%,0.3%,-0.5,80,0%,15%,3%,-8%,2%
CCOc1ccc(NC(=O)c2ccc(S(=O)(=O)N3CCOCC3)cc2)cc1,0.2%,-1.5%,0.5%,-0.4,46,9%,-4%,2%,7%,9%
Cc1cccc(NC(=O)CCNC(=O)c2ccco2)c1C,-0.5%,-1.5%,-0.3%,1.7,42,-2%,7%,-2%,8%,11%
O=C(c1ccc(NC(=S)Nc2ccc(Cl)c(Cl)c2)cc1)N1CCCC1,-0.1%,1.2%,0.4%[50 µM],·,·,7%,-11%,-10%,-13%,9%
CSc1ccc2c(c1)C(N1CCN(C)CC1)Cc1ccccc1S2 (configuration not stated),0.2%,0.2%,-0.2%&0.4%,7.0&21,33&71,2%,12%,2%&-1%,17%,13%
Cn1nnnc1SCC(=O)Nc1nc2c(s1)CCCC2,0.3%,-0.3%,2.3%,1.6,48,-4%,-1%,1%,-9%,-3%

# Reprinted from the part before: 3 entries, then new ones.
SMILES,GPR55 beta-arrestin,HIV peptide binding,K1F lysis inhibition,NTR1 ag,NTR1 ag cell count 20 µM,SIAH1 antagonists,AID2073,Dengue-2 NS5 capping,GPR35 arrestin U2OS,GPR55 LPI antagonism
O=C(c1ccc(NC(=S)Nc2ccc(Cl)c(Cl)c2)cc1)N1CCCC1,-0.1%,1.2%,0.4%[50 µM],·,·,7%,-11%,-10%,-13%,9%
CSc1ccc2c(c1)C(N1CCN(C)CC1)Cc1ccccc1S2 (configuration not stated),0.2%,0.2%,-0.2%&0.4%,7.0&21,33&71,2%,12%,2%&-1%,17%,13%
Cn1nnnc1SCC(=O)Nc1nc2c(s1)CCCC2,0.3%,-0.3%,2.3%,1.6,48,-4%,-1%,1%,-9%,-3%
CC1SC(=S)N(c2ccc(N(C)C)cc2)C1=O (configuration not stated),-0.1%,-1.7%,-0.1%,6.0,94,0%,-14%,1%,4%,-4%
C=CCn1c(SCc2cc([N+](=O)[O-])cc3c2OCOC3)nc2cc(C(=O)O)ccc2c1=O,-0.1%,31%,0.0%,0.3,64,-1%,-1%,3%,-14%,2%
CC(C)CC(=O)NC(=S)N1CCCCCC1,-0.3%,3.1%,0.0%,1.1,41,2%,-5%,-4%,10%,5%
COc1ccc(-c2cc(=O)oc3c(C)c(OC(=O)c4cccs4)ccc23)cc1,0.3%,1.1%,7.4%,3.7,87,19%,7%,-6%,-11%,11%
Cc1cc([N+](=O)[O-])nn1CCCC(=O)O,1.4%,0.0%,0.1%,2.1,70,5%,3%,-2%,-9%,8%
Cc1ccc2nc3ccc(N4CCCC4)nn3c(=O)c2c1,-0.3%,-1.6%,0.4%,2.0,44,4%,9%,16%,4%,10%
FC(F)(F)c1cc(-c2ccco2)nc(N2CCN(Cc3ccccc3)CC2)n1,-2.3%,4.7%,6.7%,5.3,62,3%,-8%,-5%,-2%,28%
CCOc1ccc(-n2nnnc2SCC(=O)Nc2ccc(NC(C)=O)cc2)cc1,1.0%,-1.4%,-0.4%,-0.2,70,0%,0%,-9%,-4%,-5%
CCCC(=O)Nc1ccc(-c2csc(N/N=C\c3ccncc3)n2)cc1,-0.2%,-1.1%,-1.1%,30,35,-10%,15%,-10%,-10%,-3%
CCOC(=O)N1CCN(S(=O)(=O)c2cccs2)CC1,0.5%,-1.2%,-0.9%,1.6,63,3%,-4%,-3%,8%,6%
O=C(O)C1CCN(c2nc(-c3ccccc3)nc3c2oc2ccccc23)CC1,0.3%,-1.7%,-0.7%,4.0,53,-4%,12%,3%,14%,-7%
CCc1c(C)nc(SCC(=O)N2CCCCC2C)[nH]c1=O (configuration not stated),0.0%,-0.1%,0.2%,-0.4,29,-7%,9%,5%,-2%,-3%
N/C(=N\OC(=O)c1ccccc1Cl)c1ccncc1,0.0%,2.4%,0.3%,-0.6,49,2%,-6%,-8%,8%,14%
COC(=O)c1cc(S(=O)(=O)Nc2nn(C)c3cccc(F)c23)oc1C,0.0%,-1.4%,0.7%,-0.3,64,2%,-14%,2%,-3%,-4%
O=C(COc1ccc(Cl)cc1)NNC(=O)c1cccnc1,-0.1%,-1.2%,0.2%,1.7,35,-2%,13%,·,11%,6%
CCOc1ccc2[nH]cc(S(=O)(=O)c3ccc(F)cc3)c(=O)c2c1,-0.1%,7.4%,-0.5%,-0.4,67,-2%,0%,-1%,-2%,2%
Cc1ccc(N2C(=N)SCC2=O)cc1Cl,-0.3%,-0.8%,0.3%,1.9,53,-8%,0%,-1%,-5%,2%
Cc1ccc(Cl)cc1N1CCN(C(=O)C2CCC(=O)N2C(C)C)CC1 (configuration not stated),-0.2%,0.1%,-0.1%,-1.0,90,-2%,-5%,-2%,2%,9%
COC(=O)CCSCC(=O)N1N=C(c2ccc(Br)cc2)CC1c1cccc(OC)c1OC (configuration not stated),-0.1%,-2.0%,-0.9%,9.9,42,-2%,9%,-13%,8%,-3%
O=C(COC(=O)c1ccncc1)NC(=O)C1CCCCC1,0.0%,4.5%,-0.1%,-0.4,58,0%,7%,2%,11%,19%

# Quoted from the listing:
# COC(=O)CCSCC(=O)N1N=C(c2ccc(Br)cc2)CC1c1cccc(OC)c1OC (configuration not stated) | HIV peptide binding: -2.0%
# CCOc1ccc2[nH]cc(S(=O)(=O)c3ccc(F)cc3)c(=O)c2c1 | Dengue-2 NS5 capping: -1%
# O=C(O)C1CCN(c2nc(-c3ccccc3)nc3c2oc2ccccc23)CC1 | Dengue-2 NS5 capping: 3%
# Cc1cc([N+](=O)[O-])nn1CCCC(=O)O | K1F lysis inhibition: 0.1%
# N/C(=N\OC(=O)c1ccccc1Cl)c1ccncc1 | SIAH1 antagonists: 2%
# Cc1ccc(Cl)cc1N1CCN(C(=O)C2CCC(=O)N2C(C)C)CC1 (configuration not stated) | K1F lysis inhibition: -0.1%

# Printed as active in HIV peptide binding, among the entries above:
SMILES	GPR55 beta-arrestin	HIV peptide binding	SIAH1 antagonists	AID2073	Dengue-2 NS5 capping	GPR35 arrestin U2OS	GPR55 LPI antagonism
CCOc1ccc(C2C(C(=O)Nc3ccccc3)=C(C)N=c3s/c(=C/c4cccc(OCC(=O)O)c4)c(=O)n32)cc1 (configuration not stated)	0.6%	29µM*	-4%	30%	15%	11%	9%

# Later entries.
SMILES,GPR55 beta-arrestin,HIV peptide binding,K1F lysis inhibition,NTR1 ag,NTR1 ag cell count 20 µM,SIAH1 antagonists,AID2073,Dengue-2 NS5 capping,GPR35 arrestin U2OS,GPR55 LPI antagonism
O=C(Nc1nccs1)C1CCN(S(=O)(=O)c2ccc3c(c2)OCCCO3)CC1,0.6%,-2.5%,0.1%,0.2,61,-2%,0%,-5%,-10%,14%
Cc1c(C(=O)OCC(=O)N2CCCC2)cccc1[N+](=O)[O-],-0.2%,-1.2%,-0.2%,2.3,39,0%,1%,-4%,3%,12%
O=C(Nc1cccc([N+](=O)[O-])c1)ONC1=NCCCCC1,0.4%,1.3%,0.7%[50 µM],1.2,80,5%,3%,-18%,-5%,-1%
O=C1C(=O)N(c2ccccn2)C(c2cccc([N+](=O)[O-])c2)/C1=C(/O)c1ccc(Br)cc1 (configuration not stated),-0.3%,6.2%,-0.6%,-1.1,59,7%,18%,5%,-8%,-4%
COc1ccc2oc(=O)c(C(=O)NCc3ccc(F)cc3)cc2c1,-0.2%,-1.3%,0.1%,0.0,69,6%,30%,-2%,1%,6%
Cc1ccc(S(=O)(=O)NC(C)C(=O)NC2CCCCCC2)cc1 (configuration not stated),-0.2%,2.7%,0.7%,0.5,62,-4%,17%,-5%,9%,-13%
Cc1c(NCc2cc(Cl)cc(Cl)c2O)c(=O)n(-c2ccccc2)n1C,-0.1%,7.5%,0.4%,2.8,86,-2%,13%,-5%,-1%,8%
